# aSyn tox rescue: inhibitors of alpha-synuclein toxicity in yeast | actives 0.02% (n = 94,000) | AID 1347070 | Potency, µM (series often up to 46.1 µM), for inactives: at the highest dose growth rescue (activation), most hits filed as activators | S. cerevisiae alpha-synuclein toxicity rescue, BacTiter-Glo growth, 24 h; active = well fitted activation curve with a large enough effect; also: 0% is about no effect
#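 Growth restoration measured by BacTiter-Glo luminescence after 24 hr at 30 deg C; alpha-synuclein yeast, raffinose-pregrown to mid-log, were added at OD600=0.02 in galactose medium onto pinned compounds.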
# * hit, by the source's call; [ ] = dose if it differs, or a comment. Potency is read from the fitted curve at half-maximal effect.
item	compound	aSyn tox rescue
1	COc1cc2c(cc1OC)C1=C(C#N)CN(CC(=O)O)CN1CC2	-2%
2	CCCn1c2ccccc2c2cnn(CC(=O)NCc3cc(OC)ccc3OC)c(=O)c21	-10%
3	Cc1cccc(CCNC(=O)C2CCCN(S(=O)(=O)c3ccc4c(c3)oc(=O)n4C)C2)c1 (configuration not stated)	3%
4	O=C(Nc1ncn[nH]1)c1cccc(S(=O)(=O)N2CCOCC2)c1	-7%
5	O=C(CN1C(=O)C2CCCCN2c2ccc(C(=O)N3CCCC3)cc21)NCc1ccccc1 (configuration not stated)	-1%
6	CCOc1ccc2nc(NC(=O)CS(=O)(=O)c3ccc(Cl)cc3)sc2c1	0%
7	Cc1ccc2oc(=O)c3cc(C(=O)N4CCN(c5ccccc5F)CC4)sc3c2c1	6%
8	COc1ccc(C(=O)Nc2ccc3c(c2)CCCN3C(=O)c2cccs2)c(OC)c1	16%
9	COc1ccccc1-c1ocnc1C(=O)N1CCN(C(=O)C(c2ccccc2)c2ccccc2)CC1	-8%
10	CC1C(=O)N(Cc2cn(CC3CCCCC3)nn2)CCS(=O)(=O)N1Cc1ccc(-c2ccc(Cl)c(Cl)c2)cc1 (configuration not stated)	-9%
11	O=S1(=O)N=C(Nc2cccc(C(F)(F)F)c2)c2ccccc21	-2%
12	COc1ccc(Cn2c(=O)[nH]c3cc(C(=O)N4CCN(c5ccccn5)CC4)ccc3c2=O)cc1	1%
13	Cn1c(=NC(=O)C2CC2)sc2cc(F)cc(F)c21	-4%
14	C[C@@H]1CN([C@H](C)CO)S(=O)(=O)c2ccc(-c3ccc(C(=O)N(C)C)cc3)cc2O[C@H]1CN(C)C(=O)Cc1ccccn1	11%
15	Cc1oc(-c2ccccc2F)nc1CS(=O)(=O)CC(=O)N1CCc2ccccc21	-5%
16	CC(C)c1ccc(NS(=O)(=O)c2ccc3[nH]cc(C(=O)NCCc4ccccc4)c(=O)c3c2)cc1	-11%
17	O=Cc1c[nH]c2ccc(S(=O)(=O)N3CCCCC3)cc12	-1%
18	Cc1ccc2c(c1)c1c(c(=O)n(-c3ccccc3C)c(=O)n1CC(=O)NCC1CCCO1)n2C (configuration not stated)	7%
19	COc1cccc(OC)c1C(=O)NC(=S)Nc1ccc(N2CCOCC2)c(Cl)c1	10%
20	CCC(=O)c1cc(F)c(N2CCN(C(=O)c3ccco3)CC2)cc1C	-4%
21	CCc1nc2ccccc2nc1N1CCN(S(=O)(=O)c2ccccc2)CC1	11%
22	Cc1ccccc1Cn1ccc(NC(=O)c2cc3ncc(Br)cn3n2)n1	5%
23	O=C(Cn1cnc2cc([N+](=O)[O-])ccc2c1=O)Nc1ccc(Br)cc1	2%
24	COc1ccc(CCNC(=O)c2cc(S(=O)(=O)N3CCCCC3)ccc2Cl)cc1	-12%
25	CC(=O)Nc1ccc(NC(=O)C2CCCN2C(=O)Nc2ccccc2[N+](=O)[O-])cc1 (configuration not stated)	1%
26	Cc1cccc(NC(=O)CSc2nc3c([nH]c4ccccc43)c(=O)n2-c2ccc(F)cc2)c1C	2%
27	COc1ccc2nc(SCC(=O)NCC3CCCO3)c(C#N)cc2c1 (configuration not stated)	-7%
28	CNCc1ccccc1Sc1cc(O)ccc1O	-15%
29	COc1cc(NS(=O)(=O)c2ccc(N/C=C\C(=O)c3ccc(F)cc3)cc2)nc(OC)n1	10%
30	CCOc1ccc(NC(=O)CN(C)CC(=O)NC(C)c2ccccc2)cc1OCC (configuration not stated)	7%
31	CCN(C(=O)CCCCC(=O)N(CC)c1ccccc1)c1ccccc1	0%
32	Cc1ccc(OCC(=O)Nc2ccc3nc(SCC(=O)N4CCCC4)sc3c2)cc1C	-14%
33	O=C(/C=C/c1ccccc1)N1CCN(Cc2cc(=O)n3nc(-c4ccccc4)sc3n2)CC1	7%
34	CCc1ccccc1NC(=O)c1nnn(CC(=O)Nc2c(C)cc(C)cc2C)c1N	0%
35	COc1ccc(CN2CCNC(=O)C2CC(=O)N(Cc2nccn2C)C(C)C)c(OC)c1 (configuration not stated)	5%
36	O=C(Cn1c(=O)n(Cc2ccc(F)cc2)c(=O)c2sc3ccccc3c21)Nc1ccc(F)cc1F	2%
37	CC(=NNS(=O)(=O)c1ccc(C)cc1)c1ccccc1	7%
38	NC(=O)CSc1cn(Cc2ccc(F)cc2)c2ccccc12	0%
39	Cc1ccc(NC(=O)C2CCN(c3nc4ccccc4nc3C(F)(F)F)CC2)cc1C	1%
40	CN(C)c1ccc(C(CNC(=O)c2ccccc2)N2CCc3ccccc32)cc1 (configuration not stated)	-9%
41	COc1ccc(CNC(=O)CCc2c(C)c3cc4c(C)c(C)oc4cc3oc2=O)cc1	-11%
42	Cc1cccc(-n2c(=O)c3c(c4cc(C)ccc4n3C)n(Cc3ccccc3F)c2=O)c1	3%
43	CCOc1ccccc1NC(=O)CCc1nc(-c2cccc(C)c2)no1	3%
44	COc1ccc(-c2nn3c(=O)cc(CN4CCN(C(=O)Nc5cc(C)ccc5C)CC4)nc3s2)cc1	0%
45	Cc1cccc(NC(=O)Cn2c(=O)ccc3cc(S(=O)(=O)N4CCCC4)ccc32)c1C	-2%
46	COCCn1c(C)cc(O)c(C(c2ccccc2)N2CCN(c3ccccc3)CC2)c1=O (configuration not stated)	-6%
47	COc1cc(C)c(Br)cc1S(=O)(=O)NCc1ccncc1	1%
48	COc1ccccc1C(=O)Nc1nnc(SCc2cc(=O)c3cc(Cl)ccc3[nH]2)s1	-3%
49	Cc1ccc(S(=O)(=O)Nc2ccc3c(c2)CCCN3C(=O)c2cccs2)cc1C	5%
50	CCOc1ccc(-c2nnc(SCC(=O)c3ccc(Br)cc3)n2-c2ccccc2)cc1	-1%
51	O=C(NCc1nnnn1-c1ccc(Cl)cc1)C(=O)c1c[nH]c2ccccc12	-5%
52	CCOC(=O)N1CCc2c(sc3c2C(=O)NC(c2ccc(N(C)C)cc2)N3)C1 (configuration not stated)	-20%
53	Cn1c(=O)n(C)c2cc(NS(=O)(=O)c3ccccc3)c(NCc3ccccc3)cc21	-1%
54	O=C(C1CCCN(S(=O)(=O)c2ccc(Br)s2)C1)N1CCN(c2ccccc2F)CC1 (configuration not stated)	9%
55	COC(=O)c1ccc(/C=N/NC(=O)C(=O)NCc2ccccc2)cc1	4%
56	COc1ccccc1-n1c(-c2ccco2)n[nH]c1=S	-12%
57	CCOc1ccc(CCNC(=O)c2c(C)oc3ncn(CC(C)C)c(=O)c23)cc1	4%
58	C/C(Cc1nnn(-c2cc(C)on2)n1)=N\O	-6%
59	COc1ccc(C(CNC(=O)CCNS(=O)(=O)c2ccc(Br)cc2)N2CCCC2)cc1 (configuration not stated)	-3%
60	Cc1ccc(-n2nc(C(=O)N3CCN(c4cc(Cl)ccc4C)CC3)c(=O)n(C)c2=O)cc1	5%

# Later entries
item	compound	aSyn tox rescue
61	COc1ccc2c(c1)c1c(c(=O)n(CCc3ccccc3)c(=O)n1Cc1cccc(F)c1)n2C	-7%
62	COC(=O)c1ccc2c(c1)N(Cc1ccc(Cl)cc1)C(=O)c1ccccc1S2	19%
63	O=C(NCc1ccccc1CN1CCCC1)C1CCN(C(=O)c2ccc(Cl)cc2)CC1	-1%
64	CCCN(c1ccccc1CC)S(=O)(=O)c1ccc2c(c1)CC(C)N2C(=O)C1CC1 (configuration not stated)	-35%[inhibitor]
65	O=C(COC(=O)c1ccccc1O)Nc1cccc(S(=O)(=O)NC2=NCCCCC2)c1	14%
66	COc1ccc(-c2cn[nH]c2-c2ccc(OCc3ccccc3)cc2O)cc1	5%
67	CC1CCN(C2=NN3C(=N)/C(=C\c4ccc(OC(=O)c5ccco5)cc4)C(=O)N=C3S2)CC1	5%
68	COC(=O)Cn1c(=NC(=O)C2CC2)sc2c(C)cc(C)cc21	-3%
69	CCCN(CCC)C(=O)c1c[nH]c2ccc(S(=O)(=O)N(C)c3ccc(OCC)cc3)cc2c1=O	-1%
70	COCCNC(=O)c1ccc(NC(=O)N2CCCCc3ccccc32)cc1	-4%
71	COc1cc(/C=C/c2nc(C#N)c(N3CCC(C)CC3)o2)cc(OC)c1OC	-2%
72	COc1cc(-c2nnc(SCC(=O)Oc3ccc(C)cc3C)o2)cc(OC)c1OC	-2%
73	COc1cc(C2=NOC(C(=O)Nc3cc(C)on3)C2)cc(OC)c1OC (configuration not stated)	5%
74	Brc1cccc(OCCCCN2CCCCC2)c1	9%
75	Cc1sc2ncn(CC(=O)N3CCN(c4ccccc4)CC3)c(=O)c2c1S(=O)(=O)N1CCC(C)CC1	-5%
76	CCNc1nc(NCC)n2c(SCC(=O)N(CC)C3CCCCC3)nnc2n1	2%
77	COCCn1c(=O)[nH]c(=O)c2c(C(F)(F)F)cc(-c3cccs3)nc21	-5%
78	O=S(=O)(c1ccccc1)c1nnn2c1nc(NCc1ccccc1)c1sccc12	3%
79	COc1cccc(Nc2nc(N)c([N+](=O)[O-])c(NCc3ccco3)n2)c1	4%
80	COc1ccc2nc(NC(=O)c3nc(S(=O)(=O)Cc4ccccc4)ncc3Cl)sc2c1	23%
81	O=C(NCc1ccccc1Cl)c1ccc2c(O)c(S(=O)(=O)c3ccccc3)c(=O)[nH]c2c1	1%
82	CN(C(=O)c1ccco1)c1nnc(-c2ccc(F)cc2)s1	-3%
83	Cc1nc(N2CCCC2)c2c(C(=O)N3CCN(c4cccc(C)c4C)CC3)c(C)oc2n1	13%
84	COC(=O)c1ccc(NC(=O)CSc2cn(CC(=O)N3CCCCCC3)c3ccccc23)cc1	-12%
85	C[C@@H]1CN([C@H](C)CO)C(=O)c2cc(Br)cnc2O[C@@H]1CN(C)C(=O)Cc1ccccc1	2%
86	O=C1c2ccccc2-c2onc3c(NCCO)cc(NC4CCCCC4)c1c23	-14%
87	COc1cn(CC(=O)Nc2cc(C)cc(C)c2)c(CN2CCCCC2)cc1=O	1%
88	O=C(Cn1c2c(c(-c3ccccc3Cl)cc1=O)CCC2)NCC1CCCO1 (configuration not stated)	10%
89	Cc1cccc(CNC(=O)C2CCC(=O)N(CC3CCCCC3)C2)c1 (configuration not stated)	10%
90	CC(=O)c1sc(Nc2ccc(C)cc2)nc1C	5%
91	CCOCCn1c(SCc2ccc(F)cc2)nc2c1c(=O)[nH]c(=O)n2C	-11%
92	O=C(NCCc1cccc(Cl)c1)c1ccc(Cl)c([N+](=O)[O-])c1	-16%
93	COc1ccc(S(=O)(=O)N2CCOCC2)cc1NC(=O)CCNC(=O)c1ccc(Cl)cc1	6%
94	COc1ccc(N2CCN(C(=O)Cc3ccc(Br)cc3)CC2)cc1	12%
95	O=C(NCc1cccs1)c1ccc2c(c1)sc1nc(-c3ccc(F)cc3)cn12	4%
96	COC(=O)c1c(C)oc(C)c1S(=O)(=O)NC(c1ccccc1)c1ccccc1	8%
97	O=C(CCC(=O)N1CCOc2ccc(Cl)cc21)NCCCN1CCOCC1	8%
98	C[C@H](CO)N1C[C@H](C)[C@@H](CN(C)S(=O)(=O)c2ccccc2C#N)OCc2cnnn2CCCC1=O	7%
99	O=C(Nc1cccc(F)c1)c1ccc2oc(=O)n(Cc3ccccc3)c2c1	-1%
100	COc1ccc(C(=O)NCCc2nc3ccccc3[nH]2)cc1	-4%
101	CCCC(=O)Nc1nc(-c2ccccc2)c(CC)s1	6%
102	CSc1cccc(NC(=S)N2CCCN(Cc3ccccc3F)C2)c1	4%
103	CCCSCCCNC(=O)CN1C(=O)COc2ccc(S(=O)(=O)N3CCC(C)CC3)cc21	6%
104	COc1ccc(NC(=O)Cn2c(=O)n(Cc3ccc(C(=O)NCc4ccccc4Cl)cc3)c(=O)c3ccccc32)cc1	-4%
105	Cc1ccc(C2c3[nH]c4ccccc4c3CCN2C(=O)c2cccc(C)c2)cc1 (configuration not stated)	2%
106	CC(Oc1ccc(F)cc1)C(=O)Nc1cc(S(=O)(=O)N2CCOCC2)ccc1N1CCCCC1 (configuration not stated)	1%
107	Cc1c(-c2cccc(NC(=O)C(C)(C)C)c2)nc2ncccn12	1%
108	CCN(CC(=O)Nc1c(F)cccc1F)C(=O)c1ccc(S(=O)(=O)N2CCCCCC2)cc1	-3%
109	O=C(CSc1nc(=O)n(Cc2cccnc2)c2c1CCC2)Nc1ccc(F)cc1F	2%
110	CCOc1cc(C#N)c(NC(=O)Cn2nnc(-c3ccc(C)cc3)n2)cc1OCC	8%
111	CC(C)(C)C1CCc2c(sc3nc(-c4cc5ccccc5oc4=O)[nH]c(=O)c23)C1 (configuration not stated)	-5%
112	CCN(CC)CCCNC(=O)CN1N=C(c2ccccc2)CCC1=O	5%
113	COc1ccc(NC(=O)C2=CC(c3ccc(OC)c(OC)c3)=NS(=O)(=O)N2C)cc1	5%
114	Cc1ccc2cc3cc(C(=O)N4CCN(c5ccc(Cl)cc5)CC4)oc3nc2c1	0%
115	CC1CCN(S(=O)(=O)c2ccc3c(c2)N(CC(=O)NCCN(C)C)C(=O)CO3)CC1	-5%

# Compounds shown so far that have a furan ring, fused or not, in the order listed:
item	compound	aSyn tox rescue
20	CCC(=O)c1cc(F)c(N2CCN(C(=O)c3ccco3)CC2)cc1C	-4%
41	COc1ccc(CNC(=O)CCc2c(C)c3cc4c(C)c(C)oc4cc3oc2=O)cc1	-11%
56	COc1ccccc1-n1c(-c2ccco2)n[nH]c1=S	-12%
57	CCOc1ccc(CCNC(=O)c2c(C)oc3ncn(CC(C)C)c(=O)c23)cc1	4%
67	CC1CCN(C2=NN3C(=N)/C(=C\c4ccc(OC(=O)c5ccco5)cc4)C(=O)N=C3S2)CC1	5%
79	COc1cccc(Nc2nc(N)c([N+](=O)[O-])c(NCc3ccco3)n2)c1	4%
82	CN(C(=O)c1ccco1)c1nnc(-c2ccc(F)cc2)s1	-3%
83	Cc1nc(N2CCCC2)c2c(C(=O)N3CCN(c4cccc(C)c4C)CC3)c(C)oc2n1	13%
96	COC(=O)c1c(C)oc(C)c1S(=O)(=O)NC(c1ccccc1)c1ccccc1	8%
114	Cc1ccc2cc3cc(C(=O)N4CCN(c5ccc(Cl)cc5)CC4)oc3nc2c1	0%

# These rows are one share of the data; the hit share may differ from the screen's.
